Screening results: PubChem BioAssay, several laboratories
LYP inhibition = inhibitors of LYP phosphatase, biochemical, fluorescence intensity, uHTS (AID 1779); Tyrosine-protein phosphatase non-receptor type 22 (Homo sapiens); actives 0.054% (n = 290,000); recombinant LYP phosphatase, fluorescence intensity; higher % means a stronger effect; inhibition, % at 11.5 µM, or IC50 in µM where a hit was titrated; in the data active = inhibition above about 50%;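 also: plate controls were vehicle with enzyme for no effect and no enzyme for full effect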
MgcRacGAP inhibition = MgcRacGAP GTPase-activating activity inhibitors, confirmation, biochemical, ADP Hunter fluorescence; Rac GTPase-activating protein 1 (Homo sapiens); MgcRacGAP-stimulated Rac1 GTP hydrolysis, ADP Hunter fluorescence; higher % means a stronger effect; GST-tagged Rac1 F28L mutant substrate; inhibition, % at 30 µM, or IC50 in µM where a hit was titrated; actives 0.6% (n = 340,000); AID 624330, 2012;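 active = first-screen hits whose inhibition reached a set limit at any dose in the follow-up dose series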;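 also: fluorescence reports GDP produced by GAP-driven GTP hydrolysis; strong numbers were not always called active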
West Nile antiviral = West Nile virus antiviral activity, cell-based, CPE readout (AID 1621); West Nile virus-infected cells, CPE inhibition; higher % means a stronger effect; CPE inhibition, % at 10 µM, or IC50 in µM where a hit was titrated; actives 0.02% (n = 290,000); in the data active = a potency from the dose series; also: strong numbers were not always called active
GPR35 antagonists = GPR35 antagonists blocking zaprinast-driven arrestin recruitment, primary screen, imaging, U2OS, beta-arrestin-GFP, zaprinast agonist (AID 2058); actives 0.052% (n = 290,000); U2OS GPR35 beta-arrestin-GFP translocation imaging, zaprinast antagonism; higher % means a stronger effect; inhibition, % at 10 µM; hits with a dose series show IC50 in µM;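 active = inhibition of at least 50% with at least 30 cells and total cytoplasm GFP at most 10,000,000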
NS5 inhibitors = Dengue-2 NS5 methyltransferase inhibitors, primary screen, biochemical, confirmation dose response (AID 588689); Dengue-2 NS5 methyltransferase capping enzyme assay, biochemical; higher % means a stronger effect; inhibition, % at 25 µM, or IC50 in µM where a hit was titrated; actives 0.3% (n = 340,000); in the data active = a potency from the dose series
Large T inhibition = SV40 large T antigen inhibitors, biochemical (AID 1903) | SV40 large T antigen ATPase/helicase inhibition assay; higher % means a stronger effect | inhibition, % at 20 µM; hits with a dose series show IC50 in µM | actives 0.39% (n = 310,000); in the data active = a potency from the dose series; also: strong numbers were not always called active
RSV antiviral HEp-2 = RSV antiviral activity via CPE protection, HEp-2 cells, primary 10 µM value included (AID 2391); actives 0.13% (n = 310,000); HEp-2 cells, RSV-induced CPE inhibition; higher % means a stronger effect; CPE inhibition, % at 10 µM, or IC50 in µM where a hit was titrated; in the data active = a potency from the dose series; also: strong numbers were not always called active
Salmonella PhoP GFP = inhibitors of PhoP regulon expression, primary screen, Salmonella Typhimurium, GFP reporter (AID 1863); S. Typhimurium PhoP-regulated promoter GFP reporter, 4 h; higher % means a stronger effect; inhibition, % at 50 µM, or IC50 in µM where a hit was titrated; actives 0.16% (n = 300,000);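 active = inhibition over 29.93%, a cutoff 3 SD above the screen mean, later confirmed by dose response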;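 also: 0% = low Mg2+ inducing control and 100% = high Mg2+ repressing control; strong numbers were not always called active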
ER stress rescue = rescue of cells from ER stress-induced death, primary screen, 384-well, CSM14.1, thapsigargin, ATP luminescence (AID 1222) | 190,000 tested, under 10 active | cellular ATP content (survival), % at 20 µM; hits with a dose series show EC50 in µM | CSM14.1 thapsigargin-induced death rescue, ATP luminescence; higher % means a stronger effect;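 active = EC50 below 50 µM in the dose-response confirmation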;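 also: death triggered by thapsigargin at about 15 µM added after 2 h compound pretreatment; cell ATP read after overnight thapsigargin exposure of roughly 18 to 22 hours; normalized against plate controls of thapsigargin alone and 5% DMSO vehicle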
NS5 inhibitors pilot replicate = second read-out of NS5 inhibitors, no call of its own (marks repeat the call); inhibition, %; measured here: pilot screen replicate inhibition
* = called active by the depositor; / = no result given.

Start of the listing, in advance:
SMILES | LYP inhibition | MgcRacGAP inhibition | West Nile antiviral | GPR35 antagonists | NS5 inhibitors | Large T inhibition | RSV antiviral HEp-2 | Salmonella PhoP GFP | ER stress rescue | others
CC(=O)NC1=NN(C(C)=O)C(C)(c2ccccn2)S1 (centres undefined) | -4% | 5% | 2.9% | 3% | -1% | / | -0.8% | / | 1.0%
Nc1nnc(CCOc2ccc(Cl)cc2)s1 | -8% | 10% | -0.2% | -7% | -7% | -2% | 0.2% | 3% | -1.0%
CCOC(=O)C(CC)Sc1nc2c(c(=O)[nH]c(=O)n2C)n1CCc1ccccc1 (centres undefined) | -10% | 16% | -0.5% | 2% | -14% | 23% | -0.2% | 13% | 0.2%
Cc1cccc(N=C2NN=C(c3ccccc3F)CS2)c1C | -1% | 7% | 0.2% | 1% | 2% | 18% | 10% | 6% | -0.7%
Cc1ccnc(SCc2nc3ccccc3s2)n1 | -1% | 11% | -0.5% | -6% | -8% | 9% | 0.7% | 1% | -0.9%

Main list, previewed entries included:
SMILES | LYP inhibition | MgcRacGAP inhibition | West Nile antiviral | GPR35 antagonists | NS5 inhibitors | Large T inhibition | RSV antiviral HEp-2 | Salmonella PhoP GFP | ER stress rescue | others
CC(=O)NC1=NN(C(C)=O)C(C)(c2ccccn2)S1 (centres undefined) | -4% | 5% | 2.9% | 3% | -1% | / | -0.8% | / | 1.0%
Nc1nnc(CCOc2ccc(Cl)cc2)s1 | -8% | 10% | -0.2% | -7% | -7% | -2% | 0.2% | 3% | -1.0%
CCOC(=O)C(CC)Sc1nc2c(c(=O)[nH]c(=O)n2C)n1CCc1ccccc1 (centres undefined) | -10% | 16% | -0.5% | 2% | -14% | 23% | -0.2% | 13% | 0.2%
Cc1cccc(N=C2NN=C(c3ccccc3F)CS2)c1C | -1% | 7% | 0.2% | 1% | 2% | 18% | 10% | 6% | -0.7%
Cc1ccnc(SCc2nc3ccccc3s2)n1 | -1% | 11% | -0.5% | -6% | -8% | 9% | 0.7% | 1% | -0.9%
Cc1ccc(C2=NO[C@@](CC(=O)O)(C(=O)Nc3ccc4c(c3)OCCO4)C2)cc1 | -5% | 4% | 1.0% | 7% | 9% | 2% | 0.7% | 2% | /
COC(=O)c1ccccc1NC(=O)COC(=O)CSCC(=O)N1CCOCC1 | -1% | 3% | -0.3% | -8% | -3% | -4% | 0.4% | 12% | 0.4%
CCCCNc1ccc(C(CC(N)=O)NC(=O)c2cc(C)cc(C)c2)cc1[N+](=O)[O-] (centres undefined) | -7% | 6% | -0.4% | 11% | -6% | 10% | -1.5% | / | /
COc1ccccc1NS(=O)(=O)c1cccc(C(=O)OCC(=O)NC2CC2)c1 | / | -5% | / | / | 2% | 11% | -1.3% | 3% | /
CCCNC(=S)N1CCC(NC(=O)C23CC4CC(CC(C4)C2)C3)CC1 | -5% | 1% | -1.3% | 3% | -2% | 8% | 0.1% | 3% | -0.7%
Cc1cccc(C)c1NC(=O)Nc1ccc2c(c1)OCO2 | -8% | 7% | 0.3% | 3% | -2% | 8% | -0.1% | -1% | 0.4%
COc1ccc(NC(=S)NNC(=O)C(C)n2nc(C)c([N+](=O)[O-])c2C)cc1 (centres undefined) | -5% | 4% | 0.7% | 17% | 3% | 1% | / | 3% | -2.1%
S=C(NCCc1ccccc1)NC1CC2CCC(C1)N2Cc1ccccc1 (centres undefined) | -6% | 5% | -0.8% | 9% | -7% | 7% | -1.9% | 5% | 0.1%
NC(=O)CSc1nnc(Cc2csc(Nc3ccccc3)n2)n1Cc1ccccc1 | -7% | 9% | 1.0% | 2% | -3% | 9% | 2.6% | 8% | -1.7%
COc1ccc(C2c3ccc(O)cc3Oc3ncn(CCCO)c(=N)c32)cc1 (centres undefined) | 0% | 10% | 1.9% | -8% | -1% | 9% | 2.7% | -7% | /
O=C(c1ccccn1)N(Cc1ccco1)C1(C(=O)NC2CCCCC2)CCCCC1 | 6% | 7% | -0.8% | -11% | -3% | 8% | 1.1% | -8% | -3.3%
Cc1nn(Cc2noc(C(=O)NCc3ccc4c(c3)OCO4)n2)c(C)c1Br | -8% | 4% | -1.5% | 23% | -4% | 1% | 7.7% | 7% | /
CCOC(=O)c1c(-c2ccc(OC)cc2)csc1NC(=O)CSc1ccccc1 | 1% | 5% | 0.1% | 10% | 2% | 8% | 16% | -9% | 0.2%
CC1=N/C(=C/c2cc(Br)cc(Br)c2O)C(=O)O1 | 2% | 15% | 0.5% | -6% | / | 5% | 1.6% | 0% | /
Cc1cc(C)n(-c2nc3ccccc3nc2N2CCN(S(=O)(=O)c3cccc(C#N)c3)CC2)n1 | -7% | 6% | -0.6% | -2% | -1% | -2% | 3.2% | 4% | /
Cc1ccc(NC(=O)CN2C(=O)S/C(=C\c3cccn3-c3cccc(C(=O)O)c3)C2=O)cc1C | 19% | 12% | -0.2% | -5% | -6% | 9% | 0.9% | -6% | -1.6%
Cc1ccccc1/C=C1\Sc2ccc(C(=O)N3CCN(c4ccccn4)CC3)cc2N(C)C1=O | -7% | 3% | -0.8% | 0% | -6% | 2% | 10% | 3% | /
CCCCn1c(N)c(N(CC(C)C)C(=O)C2CC(=O)N(Cc3ccccc3)C2)c(=O)[nH]c1=O (centres undefined) | / | -3% | / | / | 7% | 8% | -1.7% | 4% | /
CN(C(=O)Cn1nnc2ccccc2c1=O)C1CCCCC1 | -6% | 6% | -0.8% | 12% | 1% | 23% | 0.9% | -1% | /
Cc1ccc(OCCOC(=O)Nc2ccccc2)cc1 | 6% | -3% | -0.8% | -6% | 4% | 4% | 3.0% | -7% | -1.9%
Cc1ccc(-c2nc3ccccc3s2)cc1NC(=S)NC(=O)c1ccccc1 | 0% | 15% | 0.1% | 2% | 4% | 3% | 3.2% | -2% | -1.8%
Cc1ccc2sc(N(CCN(C)C)C(=O)/C=C/c3cccs3)nc2c1C | 1% | 4% | 2.2% | 2% | -6% | 15% | 0.2% | -6% | /
O=C(NCc1ccccc1F)C1CCCN1S(=O)(=O)c1ccc(F)cc1 (centres undefined) | -2% | 8% | -0.6% | -4% | -7% | 2% | 0.6% | -5% | / | NS5 inhibitors pilot replicate=-3.7
CC/C(=C\C(=O)c1cccnc1)Nc1ccc(C)c(C)c1 | -7% | 13% | 0.0% | -2% | -14% | 9% | -0.4% | 10% | 1.8%
CCOc1ccc(CCNC(=O)CCC(=O)N2CCOc3ccc(C)cc32)cc1OCC | -9% | 2% | -0.7% | -4% | 2% | 5% | -0.7% | / | /
O=c1cc(-c2ccccc2)nc(SCc2ccccc2)[nH]1 | -5% | 1% | 0.0% | 2% | -5% | 3% | 3.1% | 4% | -0.4%
CCCc1cc(=O)oc2cc(OCC(=O)NCCCn3ccnc3)c(Cl)cc12 | -6% | 10% | -0.2% | 4% | -7% | 8% | -1.6% | 4% | /
O=[N+]([O-])c1cc(-c2n[nH]c(-c3ccccc3)n2)cc([N+](=O)[O-])c1 | -10% | -1% | -0.6% | 11% | -1% | 0% | 11% | -3% | -2.0%
CCOC(=O)c1cn[nH]c1NC(=S)Nc1ccc(OC)cc1 | -7% | 14% | 1.2% | 2% | 1% | 8% | 0.1% | 5% | /
CCC(C)NC(=O)CCS(=O)(=O)c1ccc(Br)s1 (centres undefined) | -4% | 4% | / | 5% | 1% | 25% | 1.4% | -4% | 1.3%
CN(/C(=N/S(=O)(=O)c1cccs1)c1ccccc1)c1ccccc1 | -4% | -12% | -0.6% | 2% | 4% | 4% | 4.0% | -6% | -1.1%
O=C(C[n+]1ccc(/C=N/O)cc1)N1CCCCC1 | -4% | 5% | 0.3% | -6% | -11% | 8% | -0.1% | -5% | /
CCOC(=O)N1CCC(NC(=O)c2oc3c(F)cccc3c2C)CC1 | -11% | 10% | 0.0% | 0% | 1% | 5% | 2.0% | -1% | /
O=[N+]([O-])c1ccc(NNC(=S)Nc2ccccc2)cc1 | 3% | 8% | / | -1% | -2% | 35% | 14% | 14% | -1.5%
CCN(CC)CCOc1ccccc1C(C)=O | -4% | 21% | -0.9% | -12% | -1% | 5% | -0.2% | 10% | -1.4%
O=C(CN(Cc1ccc(F)cc1)C(=O)CCC(=O)Nc1ccccn1)NCCc1ccccc1 | -6% | 5% | -0.5% | 8% | -3% | 17% | 0.1% | 1% | /
Cc1cc(C(=O)NCc2csc(-c3ccccc3)n2)no1 | -10% | 5% | -0.3% | 3% | 1% | 23% | 4.4% | -2% | /
CCOc1ccc(-c2nc(S(=O)(=O)c3ccccc3)c(NC)o2)cc1 | -7% | 8% | -0.6% | -12% | -3% | 7% | 2.2% | -2% | /
CCOc1ccc(S(=O)(=O)NCCC(=O)NCCc2ccc(OCC)c(OCC)c2)cc1 | / | 2% | / | / | -1% | 10% | 0.2% | 2% | /
COCCNC(=O)Cn1cc(C(=S)N2CCCCC2)c2ccccc21 | 6% | 5% | -0.5% | 0% | 4% | -3% | 0.9% | 2% | -0.3%
CCOc1ccccc1NC(=O)CCCN1C(=S)NC(C)(C)CC1C (centres undefined) | -12% | -2% | -0.8% | -9% | -3% | 11% | 1.6% | -18% | -2.8%
CCN1C(=NCCc2c[nH]c3ccccc23)N[C@@H](c2ccccc2)[C@H](C(=O)OC)[C@H]1C | -9% | 6% | 0.1% | 11% | -12% | 9% | 0.3% | -1% | /
O=C1[C@H]2[C@@H](c3ccc(F)cc3)N3C(=O)N(c4ccc(Br)cc4)C(=O)[C@@]3(Cc3ccc(Cl)cc3)[C@H]2C(=O)N1C1CCCCC1 | -5% | 7% | -1.9% | 2% | -13% | 2% | 29% | / | /
C=CCn1c(C(C)NC(=O)CC)nc2ccccc21 (centres undefined) | 20% | 1% | -0.7% | -4% | -5% | / | 0.9% | 8% | 0.4%
CCCCc1cn(C[C@H]2CC[C@@H]([C@@H]3CC[C@H](Cn4cc(CCCC)nn4)O3)O2)nn1 | -6% | 10% | 0.1% | 4% | -6% | 18% | 0.6% | 9% | /

Next section.
SMILES | LYP inhibition | MgcRacGAP inhibition | West Nile antiviral | GPR35 antagonists | NS5 inhibitors | Large T inhibition | RSV antiviral HEp-2 | Salmonella PhoP GFP | ER stress rescue | others
Cc1ccc(CSc2nccc(-c3c(C)nc4ccccn34)n2)cc1 | -3% | / | -1.0% | -5% | / | 9% | / | -10% | /
O=C(Cc1ccc(F)cc1)NCCS(=O)(=O)N1CCN(c2ccccc2)CC1 | / | -7% | / | / | 3% | 11% | 0.7% | -7% | /
CCOC(=O)C1(Cc2cccc(F)c2)CCN(C(=O)Cn2cnnn2)CC1 | -4% | 12% | 0.1% | -2% | -5% | 17% | 0.4% | 6% | /
CC1S/C(=N\N=C\c2cccc([N+](=O)[O-])c2)N(C(C)(C)C)C1=O (centres undefined) | 1% | 2% | 0.0% | -9% | -5% | 4% | / | -2% | /
Cn1c(COc2ccccc2)nnc1SCC(=O)Nc1ccc(S(N)(=O)=O)cc1 | 2% | 9% | -0.1% | 0% | -4% | -3% | -1.2% | 0% | -0.9%
CC(C)(C)c1ccc2c(c1)OC(C(=O)N/N=C\c1ccncc1)CO2 (centres undefined) | -6% | 6% | 0.6% | 6% | -12% | 9% | / | -7% | /
